Compound activity (PubChem)
RNase H inhibition: RNase H inhibition, HIV 1 Gag Pol polyprotein, FRET biochemical assay, screening (AID 372); one-dose inhibition, % at 10 µM; IC50 in µM for titrated hits; HIV-1 RT RNase H, FRET RNA/DNA substrate fluorescence; higher % means a stronger effect; 0.77% of 100,000 active; in the data active means inhibition above about 50%
Numbers without * were called inactive.

SMILES	RNase H inhibition
O=C(CN1/C(=C(/O)c2ccccc2)C(=O)c2ccccc2S1(=O)=O)c1ccc([N+](=O)[O-])cc1	2%
COc1ccccc1C(=O)NCC(=O)O	15%
C=CCNC(=O)C1(c2ccccc2)CC1(Cl)Cl (stereo unspecified)	3%
CS(=O)(=O)N(CC(=O)Nc1ccc2c(c1)OCO2)c1cc(Cl)cc(Cl)c1	0%
Cc1ccc(OCC(=O)NC(=S)Nc2ccc(Cl)c(Cl)c2)cc1	0%
CC1(CC(=O)N/N=C/c2cc(Br)c(O)cc2O)OCCO1	5%
COc1ccc(NC(=O)C(=O)NCCN2CCN(C(=O)c3ccccc3Cl)CC2)cc1	0%
COc1ccc(Br)cc1CN1CCN(S(C)(=O)=O)CC1	0%
CCOC(=O)c1ccc(N2C(=O)c3ccc([N+](=O)[O-])cc3C2=O)cc1	4%
COc1ccc(/C=C(\NC(=O)c2ccccc2)C(=O)Nc2cccc(Br)c2)cc1	19%
O=C(COc1ccc(Br)cc1)NC12CC3CC(CC(C3)C1)C2	10%
Cn1c(O)c(N=NC(=O)COc2ccc3ccccc3c2)c2cc(Br)ccc21	18%
Cc1c(NC(=S)NC(=O)c2oc3ccccc3c2C)cccc1-c1nc2ccccc2s1	5%
Cc1cccc2c1N(C(=O)c1ccco1)C(C)(C)c1ssc(=S)c1-2	8%
COc1ccc(/C=N/NS(=O)(=O)c2ccc(C)cc2)cc1	2%
Cc1cc[n+](CC(=O)OC23CC4CC(CC(C4)C2)C3)cc1	3%
O=C(/C=C/c1ccc(F)cc1)n1cnc2ccccc21	7%
CCCNc1nc(OCC(F)(F)F)nc(OCC(F)(F)F)n1	17%
Ic1ccc(N=Cc2cccc(OCc3ccccc3)c2)cc1	0%
O=C(NCCc1cccc(Cl)c1)c1ccccc1Cl	1%
CCOC(=O)COc1cc(Br)c(/C=c2\sc3nc4ccccc4n3c2=O)cc1OC	3%
Cc1ccc(C(=O)N/N=C/c2cccc([N+](=O)[O-])c2)cc1	6%
Cc1c(NC(=S)NC(=O)c2cccc(Cl)c2)cccc1-c1nc2ncccc2o1	14%
CCC(=Nc1ccccc1O)C1=C(O)C(C(=O)OC)C(C)(C)CC1=O (stereo unspecified)	4%
O=[N+]([O-])c1cccc(C2CC(c3ccccc3)=NN2c2ccccc2)c1 (stereo unspecified)	13%
The list goes on.
SMILES	RNase H inhibition
COCCOC(=O)C1=C(C)NC2=C(C(=O)CCC2)C1c1ccccc1OC (stereo unspecified)	10%
CS(=O)(=O)N(CC(=O)Nc1ccc(Oc2ccccc2)cc1)c1ccc(Cl)cc1	16%
Cc1ccoc1C(=O)Nc1cccc2ccccc12	16%
COc1ccc(C2NC(c3ccc(OC)cc3)C(c3ccccc3)C(=O)C2c2ccccc2)cc1 (stereo unspecified)	28%
O=C(Oc1cccc(NC(=O)c2ccccc2Cl)c1)c1ccc(-c2ccccc2)cc1	17%
COc1cc(NC(=O)Cc2ccc(Cl)cc2)cc(OC)c1	17%
O=C(c1nn2c(c1Br)NC(c1cccs1)CC2C(F)(F)F)N1CCCc2ccccc21 (stereo unspecified)	22%
CCOc1cccc(OCCOCCOc2ccccc2CC)c1	18%
CC(=O)Nc1ccc(N=Cc2ccc(OCc3ccccc3)cc2)cc1	2%
N/C(=N\OC(=O)c1ccc([N+](=O)[O-])cc1)c1cccc([N+](=O)[O-])c1	10%
Cc1ccccc1-n1c(C)cc(C=O)c1C	0%
CCOC(=O)c1c(-c2ccccc2)nn(-c2ccccc2)c1C	8%
O=C(CSc1ncn[nH]1)Nc1ccccc1F	4%
O=S(=O)(Nc1ccc(O)c(-c2c(O)ccc3ccccc23)c1)c1ccccc1	9%
O=C(c1cccnc1)N1CCN(C(=O)C(c2ccccc2)c2ccccc2)CC1	3%
CN(C)/N=C/c1ccc(-c2ccc([N+](=O)[O-])cc2Br)o1	11%
CCOC(=O)c1ccc(N2C(=O)C3C4C=CC(C4=C(C)C)C3C2=O)cc1 (stereo unspecified)	0%
COCC(O)CS(=O)(=O)Cc1ccc(Cl)cc1 (stereo unspecified)	6%
O=C(CC1Sc2ccc(C(F)(F)F)cc2NC1=O)Nc1ccc(Cl)cc1 (stereo unspecified)	6%
COc1ccc(N=C2C(=O)Nc3ccc(C)c(Br)c32)cc1	9%
O=C(Nc1ccccc1O)c1ccc2c(c1)C(=O)N(c1ccc(Cl)cc1)C2=O	14%
Cc1ccc(C(=O)N/N=C/c2ccc(F)cc2)cc1	6%
COc1ccc(/C=C2\N=C(c3ccccc3I)OC2=O)cc1	3%
COc1cccc(NC(=O)Nc2nnc(-c3ccccc3SCc3ccccc3F)s2)c1	23%
CCOC(=O)C1=C(C)N=c2s/c(=C\c3cccc(OCc4ccc(Cl)cc4Cl)c3)c(=O)n2C1c1ccccc1 (stereo unspecified)	5%

Arranged by SMILES length (smallest number first): part of the list above.
SMILES	RNase H inhibition
Cc1ccccc1-n1c(C)cc(C=O)c1C	0%
Cc1ccoc1C(=O)Nc1cccc2ccccc12	16%
COCC(O)CS(=O)(=O)Cc1ccc(Cl)cc1 (stereo unspecified)	6%
Cc1ccc(C(=O)N/N=C/c2ccc(F)cc2)cc1	6%
COc1cc(NC(=O)Cc2ccc(Cl)cc2)cc(OC)c1	17%
COc1ccc(/C=C2\N=C(c3ccccc3I)OC2=O)cc1	3%
COc1ccc(N=C2C(=O)Nc3ccc(C)c(Br)c32)cc1	9%
CC(=O)Nc1ccc(N=Cc2ccc(OCc3ccccc3)cc2)cc1	2%
CN(C)/N=C/c1ccc(-c2ccc([N+](=O)[O-])cc2Br)o1	11%
COCCOC(=O)C1=C(C)NC2=C(C(=O)CCC2)C1c1ccccc1OC (stereo unspecified)	10%
O=C(c1cccnc1)N1CCN(C(=O)C(c2ccccc2)c2ccccc2)CC1	3%
O=S(=O)(Nc1ccc(O)c(-c2c(O)ccc3ccccc23)c1)c1ccccc1	9%
O=C(Nc1ccccc1O)c1ccc2c(c1)C(=O)N(c1ccc(Cl)cc1)C2=O	14%
O=C(Oc1cccc(NC(=O)c2ccccc2Cl)c1)c1ccc(-c2ccccc2)cc1	17%
O=C(c1nn2c(c1Br)NC(c1cccs1)CC2C(F)(F)F)N1CCCc2ccccc21 (stereo unspecified)	22%
COc1ccc(C2NC(c3ccc(OC)cc3)C(c3ccccc3)C(=O)C2c2ccccc2)cc1 (stereo unspecified)	28%
CCOC(=O)C1=C(C)N=c2s/c(=C\c3cccc(OCc4ccc(Cl)cc4Cl)c3)c(=O)n2C1c1ccccc1 (stereo unspecified)	5%

The listing continues.
SMILES	RNase H inhibition
COc1ccc(S(=O)(=O)N2CCN(Cc3ccccc3Br)CC2)cc1	13%
CC(=O)c1nc2cc([N+](=O)[O-])ccc2n1Cc1ccccc1	15%
O=C(N/N=C/c1ccc([N+](=O)[O-])o1)c1ccc(O)cc1O	0%
COc1ccc(OC)c(NC(=O)COc2ccc(Cl)c(C)c2)c1	15%
O=C(NC(Nc1ccccc1F)C(Cl)(Cl)Cl)c1cccs1 (stereo unspecified)	7%
CC(Sc1nc2c(c(=O)n(C)c(=O)n2C)n1Cc1ccc(Cl)cc1Cl)C(=O)O (stereo unspecified)	10%
Cc1ccc2c(=O)c(C(=O)c3ccccc3C)coc2c1	10%
O=c1c(=N\Nc2ccccc2)/c(=N\O)c2ccccc12	25%
O=C1/C(=C/c2ccccc2)SC(=S)N1c1cccc(Br)c1	0%
COc1ccc(C2=C(c3ccc(OC)cc3)C3(c4ccccc4)C(=O)C2(c2ccccc2)C2C(=O)N(c4ccc(Br)cc4)C(=O)C23)cc1 (stereo unspecified)	42%
Cc1nn(C(=O)c2ccncc2)c(C)c1Sc1ccc(Br)cc1	43%
Cn1c(=O)c(C(=O)Nc2ccccc2O)c(O)c2ccccc21	21%
Cc1ccc(-c2nc3ccccc3o2)cc1NC(=S)NC(=O)c1cccc(Cl)c1	47%
CCOC(=O)NC(Nc1ccc(F)cc1)(C(F)(F)F)C(F)(F)F	4%
FC(F)(F)c1ccc(N/N=C/c2ccc(Cl)cc2)nc1	3%
O=C(N/N=C/c1cc(Cl)ccc1O)c1cccc([N+](=O)[O-])c1	0%
CC1CC(=O)C2=C(C1)OC(N)=C(C#N)C2c1ccccc1C(F)(F)F (stereo unspecified)	8%
COC(=O)c1ccc(-n2c(C)cc(/C=C3\SC(NC(C)=O)=NC3=O)c2C)cc1	8%
O=C(NCc1ccc2c(c1)OCO2)C(O)(c1ccccc1)c1ccccc1	7%
O=C1NC(=O)N(c2ccccc2)C(=O)/C1=C\c1ccccc1OCc1ccc(F)cc1	3%
CCOc1ccc2nc(SCC(=O)Nc3ccc4nc(SCC(=O)NC5CC5)sc4c3)sc2c1	16%
COc1ccccc1OCC(=O)NNC(=O)C(OC)c1ccccc1 (stereo unspecified)	0%
O=C1NC(=Nc2ccc(O)cc2)S/C1=C/c1ccco1	7%
Cc1ccc2nc(N3C(=O)c4cccc5c(Cl)ccc(c45)C3=O)sc2c1	0%
COc1cc(CN2CCN(C3CCN(Cc4ccccc4)CC3)CC2)cc(OC)c1OC	14%
Further compounds
SMILES	RNase H inhibition
O=C(c1ccccc1)N1CCN(c2nc(-c3ccccc3)c3cc(Cl)ccc3n2)CC1	5%
CN=Cc1cc(C(C)(C)C)cc(C(C)(C)C)c1O	4%
C=CCOC(=O)C1=C(C)NC(=O)NC1c1cccc(Br)c1 (stereo unspecified)	12%
CCCCc1cc(=O)oc2c(C)c(OC3CCCCC3=O)ccc12 (stereo unspecified)	9%
COc1ccc(OC)c(NC(=S)NC(NC(C)=O)C(Cl)(Cl)Cl)c1 (stereo unspecified)	8%
CCc1ccccc1NC(=O)C(C)N1C(=O)c2ccccc2C1=O (stereo unspecified)	6%
COc1cc(C2NC(=O)NC(C)=C2C(=O)OCCOc2ccccc2)cc(Cl)c1O (stereo unspecified)	34%
C=CCn1c(CCN2C(=O)c3cccc4cccc(c34)C2=O)n[nH]c1=S	2%
CCOc1cc(CN2CC(C)OC(C)C2)ccc1OC (stereo unspecified)	0%
Cc1ccc(/C=N/N2CCN(Cc3cccc4ccccc34)CC2)s1	17%
CCOC(=O)c1ccc(NC(=O)c2ccccc2OCC)cc1	10%
C=CCn1c(O)c(/C=C2\C=Nc3ccccc32)c(=O)[nH]c1=S	10%
CCCN1C/C(=C\c2cccc(OC)c2OC)C(=O)/C(=C/c2cccc(OC)c2OC)C1	0%
CC1(C)CC(=O)C2=C(C1)Nc1ccccc1N(C(=O)Cc1ccccc1)C2c1ccc(Br)s1 (stereo unspecified)	4%
Cc1ccc(N2NC(=O)/C(=C/c3ccc(-c4ccc5c(c4)C(=O)NC5=O)o3)C2=O)cc1Cl	24%
C=CCOc1ccc(/C=C2/SC(=S)NC2=O)cc1OC	4%
CCCCOc1ccc(/C=N/Nc2cc(OC)ncn2)cc1	11%
Cc1ccc(N/C=C(\C=O)c2nc3ccccc3o2)cc1N/C=C(\C=O)c1nc2ccccc2o1	5%
Cc1cc(C)n(-c2cc(-n3nc(C)cc3C)ncn2)n1	0%
COc1ccc(CCNc2cc(N3CCN(C(=O)c4cc(Cl)c(OC)c(Cl)c4)CC3)ccc2[N+](=O)[O-])cc1OC	0%
CCc1ccc(-n2c(C)cc(/C=N/NC(N)=O)c2C)cc1	21%
O=[N+]([O-])c1ccc(Sc2nc3ccccc3s2)nc1	9%
O=C(Nc1nnc(SCc2ccccc2)s1)Nc1ccc(Cl)cc1Cl	21%
CCOC(=O)c1sc(NC(=O)c2cc3cc(Br)ccc3oc2=O)c(C(=O)OCC)c1C	7%
COc1ccc2c(OC)c3ccoc3nc2c1OC	2%
Following part.
SMILES	RNase H inhibition
COC(=O)c1c(NC(=O)c2cc(-c3cccc(C)c3)nc3ccccc23)sc2c1CCC2	8%
CCOC(=O)c1c(C)oc2cc(Br)c(OC)cc12	0%
COc1ccc([N+](=O)[O-])cc1N/C=C\C(=O)c1ccc(Cl)c(Cl)c1	9%
COc1ccc(-n2nc3cc(C)c(NC(=O)c4cccnc4)cc3n2)cc1	15%
CCCC(C)NS(=O)(=O)c1ccc(C)cc1 (stereo unspecified)	3%
Cc1ccccc1C(=O)NNC(=O)C12CC3CC(CC(C3)C1)C2	8%
CCOc1ccc(C2Oc3nc(SC)nnc3-c3ccccc3N2C(=O)CC)cc1C (stereo unspecified)	20%
O=C(N/N=C/c1cccc(O)c1)c1cncc(Br)c1	6%
COc1ccc(N(CC(=O)NCc2ccncc2)S(=O)(=O)c2ccccc2[N+](=O)[O-])c(OC)c1	2%
COc1ccc(NC(=O)CN(c2cc(C)cc(C)c2)S(=O)(=O)c2ccccc2)c(OC)c1	15%
Cc1nc2sccn2c1-c1csc(Nc2ccc(S(N)(=O)=O)cc2)n1	9%
CCOC(=O)c1ccc(NC(=O)CN(c2cc(C)cc(C)c2)S(=O)(=O)c2ccccc2)cc1	15%
COc1ccc(C(=O)c2coc3cc(Br)c(O)c(Br)c23)cc1	10%
CC(=O)Nc1ccccc1NC(=O)Cc1ccc(Cl)cc1	0%
CC1CCc2c(sc(NC(=O)c3cccc(C(=O)O)c3)c2C(N)=O)C1 (stereo unspecified)	5%
COc1ccc(N(CC(=O)Nc2ccccc2Br)S(=O)(=O)c2ccccc2)cc1	0%
Cc1cc(C(=O)O)ccc1-n1c(C)cc(/C=C2\C(=O)NC(=O)N(C)C2=O)c1C	0%
CCCOC(=O)c1ccc(N=Cc2cc(Br)ccc2O)cc1	10%
O=C1NC(=O)C(=Cc2cccc(OCc3ccc(F)cc3)c2)C(=O)N1	0%
CCC(CC)=NNC(=O)C(C)Sc1ccc(Cl)cc1 (stereo unspecified)	10%
O=C(NCc1ccco1)c1ccc(Br)cc1	2%
O=C(/C=C/c1ccccc1)NC(=S)Nc1ccc([N+](=O)[O-])cc1	4%
CCOc1cc(/C=C2\C(=O)NC(=O)N(c3ccc(Br)c(C)c3)C2=O)ccc1OCC(=O)O	6%
CCOC(=O)C1=C(C)NC(C)=C(C(=O)OC)C1c1ccccc1 (stereo unspecified)	6%
CCCSc1nnc2c(n1)OC=Nc1ccccc1-2	0%
Cc1sc(NC(=O)c2cccc(Br)c2)nc1-c1ccccc1	14%
COc1ccc(C(=O)N/C(=C\c2cc(OC)c(OC)cc2[N+](=O)[O-])C(=O)Nc2ccccc2OC)cc1	15%

Only part of the results is shown; the hit share may differ from the screen's.
